DAX1 inh-1: blocks DAX1 repression of SF-1 activated StAR promoter; HEK293T StAR-luciferase reporter, SF-1/DAX-1 repression relief; inhibition, % at 6.8 µM; 1.1% of 370,000 active; AID 652010;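 active = inhibition above the mean over all tested compounds plus 3 SD, cut at about 3.6% in these data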;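 note: 0% = DAX-1 cells with DMSO and 100% = cells lacking DAX-1 with DMSO; higher inhibition means more luminescence from relief of DAX-1 repression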
SMARCA2 activ: increases SMARCA2 function in MMTV reporter cells. activation, % at 9.1 µM. MG213 cells, MMTV-luciferase reporter, dexamethasone, overnight. AID 652017. 1% of 370,000 active; in the data active = activation above about 7.8%;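 note: 0% = vehicle wells and 100% = reference activator wells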
MBD2 inh: blocks human MBD2 binding to methylated DNA | Q9UBB5 | TR-FRET, MBD2 binding to methylated oligonucleotide | inhibition, % at 4.4 µM | 0.31% of 370,000 active | AID 686964; in the data active = inhibition above about 13%
Rev-erbA mod: modulators of human Rev-erb alpha DNA binding | Rev-erbα–FITC-DNA binding, fluorescence polarization, 90 min | P20393 | activity, % at 10 µM | 0.79% of 370,000 active;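 active = activity above about 14%, limit read from the data; passing the limit was not always enough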;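 note: 0% = DMSO wells with 35 nM protein and 100% = DMSO wells with 750 nM protein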
ADAM17 inh: inhibitors of human ADAM17 | P78536 | recombinant ADAM17, EDANS/DABCYL FRET peptide cleavage | inhibition, % at 6.95 µM | 0.83% of 370,000 active | AID 720648;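 active = inhibition above the mean of compounds lying between control limits plus 3 SD, set per campaign, cut at about 8.5% in these data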;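 note: 0% = DMSO-only wells as the low control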
PLC-gamma1 inh: PLC-gamma1 (human) inhibition, primary screen; purified PLC-gamma1, fluorogenic substrate, fluorescence; 0.84% of 370,000 active; inhibition, % at 12.2 µM; AID 720700; in the data active = inhibition above about 9.5%
hcDAF-12 act: activators of H. contortus DAF-12 nuclear receptor | HEK293 hcDAF-12 lit1-tk-luc reporter, luminescence; 0% DMSO, 100% Δ7-dafachronic acid | 1.4% of 370,000 active | activation, % at 6.8 µM;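 active = activation above the mean of all tested compounds plus 3 SD, cut at about 5.5% in these data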;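 note: 100% = response to 3 µM Δ7-dafachronic acid high control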
hgDAF12 agonist: hgDAF-12 agonism, primary luciferase screen. 1.8% of 370,000 active. activation, % at 6.8 µM. HEK293 GAL4-hgDAF12 UAS-luciferase reporter, agonist luminescence; normalized to butyrate control;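 active = activation above a cutoff set at the mean of all screened compounds plus 3 SD, cut at about 10% in these data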;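 note: 0% = DMSO wells and 100% = sodium butyrate wells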
PLC-beta3 inh: PLC-beta3 (human) inhibition, primary screen. Q01970. Purified PLC-beta3, fluorogenic substrate, fluorescence. inhibition, % at 12.2 µM. 0.18% of 370,000 active. AID 720704; in the data active = inhibition above about 11%;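 note: 0% = median of compound wells on plate and 100% = full blocker control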
Target sequence (Q01970 whole entry, looked up): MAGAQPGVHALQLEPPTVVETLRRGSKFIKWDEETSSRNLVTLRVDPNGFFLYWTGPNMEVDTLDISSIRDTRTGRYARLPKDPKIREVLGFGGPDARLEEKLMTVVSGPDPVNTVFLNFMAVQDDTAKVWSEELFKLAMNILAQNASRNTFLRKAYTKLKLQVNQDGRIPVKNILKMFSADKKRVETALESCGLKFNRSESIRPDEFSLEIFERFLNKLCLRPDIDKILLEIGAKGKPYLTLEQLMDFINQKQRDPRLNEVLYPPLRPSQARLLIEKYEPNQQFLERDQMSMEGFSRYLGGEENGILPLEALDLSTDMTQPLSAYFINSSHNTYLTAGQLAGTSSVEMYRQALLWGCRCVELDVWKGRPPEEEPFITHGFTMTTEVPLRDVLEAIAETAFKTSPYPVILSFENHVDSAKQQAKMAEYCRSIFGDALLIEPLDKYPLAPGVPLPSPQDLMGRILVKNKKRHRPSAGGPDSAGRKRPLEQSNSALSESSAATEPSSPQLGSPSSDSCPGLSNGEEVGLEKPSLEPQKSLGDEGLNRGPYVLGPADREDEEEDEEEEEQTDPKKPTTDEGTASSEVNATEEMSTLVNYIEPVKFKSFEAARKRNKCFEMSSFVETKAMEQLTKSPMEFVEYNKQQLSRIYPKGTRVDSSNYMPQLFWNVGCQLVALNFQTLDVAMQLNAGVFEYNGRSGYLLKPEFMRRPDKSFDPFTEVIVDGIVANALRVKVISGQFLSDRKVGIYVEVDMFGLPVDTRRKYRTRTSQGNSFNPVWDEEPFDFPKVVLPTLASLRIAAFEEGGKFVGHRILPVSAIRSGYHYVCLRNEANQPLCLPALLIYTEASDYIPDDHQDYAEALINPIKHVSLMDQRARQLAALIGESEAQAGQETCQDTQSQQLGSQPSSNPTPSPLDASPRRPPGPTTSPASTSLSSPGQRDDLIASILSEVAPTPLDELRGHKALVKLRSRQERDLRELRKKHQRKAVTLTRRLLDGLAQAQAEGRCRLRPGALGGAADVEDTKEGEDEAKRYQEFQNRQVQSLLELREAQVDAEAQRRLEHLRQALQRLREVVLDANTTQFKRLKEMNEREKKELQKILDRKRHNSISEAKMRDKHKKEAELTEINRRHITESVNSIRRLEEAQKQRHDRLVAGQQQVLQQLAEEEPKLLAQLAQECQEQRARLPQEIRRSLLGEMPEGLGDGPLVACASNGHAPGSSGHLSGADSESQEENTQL
ssDAF12 agonist: activators of S. stercoralis DAF-12 nuclear receptor. HEK293 ssDAF-12/GRIP1 lit1-tk-luc reporter, luminescence; % of 3 µM dafachronic acid response. activation, % at 6.8 µM. 1% of 370,000 active. AID 652126;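 active = activation above the mean over all tested compounds plus 3 SD, cut at about 0.9% in these data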;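 note: 0% = DMSO-only wells and 100% = 3 µM delta7-dafachronic acid wells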
DAX1 inh-2: inhibits human nuclear receptor DAX1; P51843; HEK293 Gal4-DAX1 luciferase reporter, luminescence; inhibition, % at 6.75 µM; 0.99% of 340,000 active; AID 504766;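 active = inhibition above the mean over all tested compounds plus 3 SD, cut at about 4.2% in these data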;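 note: 0% = DAX1-transfected cells with DMSO and 100% = empty-vector control cells with DMSO; inhibition shows as a rise in luminescence from relieved DAX1 repression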
* hit, by the source's call; · = not tested or not shown.

Order of results – DAX1 inh-1, SMARCA2 activ, MBD2 inh, Rev-erbA mod, ADAM17 inh, PLC-gamma1 inh, hcDAF-12 act, hgDAF12 agonist, PLC-beta3 inh, ssDAF12 agonist, DAX1 inh-2
- Cc1cc(C)c(C)c(S(=O)(=O)N2CCN(C(=S)NCC3CCCO3)CC2)c1C (stereo not drawn)
  -0.6, -3, -1, 0, 2, 0, -0.5, 0.0, -4, -1.7, 1.5
- COc1ccc(C2OCC3(O)C(c4ccc(OC)c(OC)c4)OCC23)cc1OC (stereo not drawn)
  -0.5, 0, -1, -1, -3, 2, -1.3, -2.1, 5, -2.0, 1.7
- C/C(=N\O)C1CC(CC(=O)O)C1(C)C (stereo not drawn)
  -0.1, -3, 0, 3, -4, 5, 1.0, 2.3, -1, -1.3, 2.0
- Cc1cc(C)c(O)c(-c2n[nH]c3c2C(c2cccc(O)c2)N(Cc2ccco2)C3=O)c1 (stereo not drawn)
  -0.6, -4, -2, -6, 21*, 6, -0.9, -1.1, 7, -0.9, -2.1
- COc1ccc2c(c1)c(/C=N/Nc1nc3ccccc3[nH]1)c(C)n2C
  -2.2, -8, 9, -7, -9, -30, -1.9, -9.0, -39, -0.7, -2.0
- O=S(=O)(c1cccc(-c2cn3ccccc3n2)c1)N1CCCCC1
  -3.7, 0, 1, 1, -14, -52, -2.7, -1.8, -67, -1.1, -0.6
- Cc1ccc(S(=O)(=O)NN2C(=O)/C(=C/c3cccnc3)SC2=S)cc1
  0.0, -2, -8, -2, -7, -4, 2.2, 1.1, -12, -0.7, -0.6
- CCOc1ccccc1C1C(C(N)=O)=C(C)Nc2nc(CCCO)nn21 (stereo not drawn)
  0.0, -2, 1, 4, -3, -2, -1.5, 0.9, -5, -1.0, 1.6
- Cc1ccc(Cn2ccc(NC(=O)c3nn(C)cc3Cl)n2)cc1
  1.4, 5, 5, -2, -7, 0, -0.4, 4.9, 1, -0.7, -0.1
- CCCCC(CCC(=O)O)(C(=O)OCC)c1csc(N)n1 (stereo not drawn)
  -0.1, 2, -2, 3, -1, 6, -2.4, 0.5, 5, -0.7, -0.3
- O=C(NCC1CCCO1)c1cc(-c2ccncc2)nc2ccc(S(=O)(=O)N3CCOCC3)cc12 (stereo not drawn)
  0.1, 0, -1, -4, 3, 3, -1.6, 0.7, -1, -1.3, -0.2
- COc1cc(Cl)ccc1OCc1cc(C(=O)N2CC[C@@H]3CCCC[C@H]3C2)no1
  3.5, 4, 4, 2, 3, -4, 1.7, 2.7, -14, 0.6, 0.8
- CC(C)(C)c1ccc(S(=O)(=O)NCC(=O)N2CCCC2)cc1
  -0.5, -1, 3, -1, -3, -1, 0.0, 0.2, -5, -1.3, 0.9
- CCOC(=O)CN(C(=O)Cn1nnc(-c2ccc(C)cc2)n1)C(CC)C(=O)NC1CCCC1 (stereo not drawn)
  0.3, -5, -5, 4, 6, 13*, -2.5, 0.0, 6, -1.8, 0.0
- CCc1ccc(N(CC(=O)Nc2ccc(NC(C)=O)cc2)S(=O)(=O)c2ccccc2)cc1
  -0.5, -2, 0, -4, 1, 2, -1.8, -1.1, 0, -1.5, -1.4
- O=C(CO/N=C/c1ccc(OC(F)F)cc1)NCc1ccco1
  -0.3, 0, -3, 8, -2, -2, -2.0, -3.2, -2, -1.7, 0.5
- Cc1[nH]c2ccc(-c3nnc(SCC(=O)NCc4ccco4)n3Cc3ccccc3)cc2c1C
  -0.9, -1, 2, -5, -2, -24, -2.6, -3.3, -34, -1.8, -1.0
- Cn1c(NCCOc2ccccc2)nc2cc(-c3ccc(F)cc3)sc2c1=O
  0.7, -3, -5, -1, 5, 5, -1.5, -1.5, 7, -1.6, ·
- Cn1c(NCCCN2CCOCC2)nc2c1c(=O)n(Cc1ccc(Cl)c(Cl)c1)c(=O)n2C
  -0.4, -4, -2, -8, 1, -2, -0.5, -2.0, 4, -1.7, -0.7
- CCCCCCN1C[C@@H](n2cc(-c3ccc(F)cc3)nn2)[C@H](O)C[C@@H]1c1ccc(OC)cc1
  -0.9, -3, -2, 0, 0, -1, -0.6, 1.3, -1, -0.9, 0.7
- CCOc1ccccc1NC(=S)NC(=O)C1CCCCC1
  -1.4, 2, 0, -4, 1, 1, 1.5, 1.1, -6, -0.3, 0.6
- O=S(=O)(c1ccc(N2CCN(CCO)CC2)nc1)N1CCCCC1
  0.1, 2, -1, 3, 2, 1, -0.7, 1.5, 0, -0.6, -0.2
- CN(C)c1nc(NCc2ccccc2)nc(Oc2ccc(=O)[nH]n2)n1
  0.2, 2, -3, -1, 0, 3, -1.6, 1.5, 3, -0.9, 0.1
- CCOC(=O)CCNCc1ccc(OC)c(OC)c1
  0.3, -2, 5, -3, -5, 0, -1.4, -2.4, -9, -1.6, -1.8
- COc1ccc(S(=O)(=O)N2CCN(C(=O)N3CCOCC3)C2C)cc1 (stereo not drawn)
  0.7, -3, -1, -7, 5, 9, -0.1, -0.2, 1, -0.8, 0.6
- COc1ccc(NC(=O)COC(=O)CNS(=O)(=O)c2ccc(F)c(F)c2F)cc1OC
  -0.3, -1, 5, -2, -2, -2, -2.1, -3.7, -2, -1.2, 0.5
- CCOc1ccc(S(=O)(=O)N2CCCC(C(=O)NCc3ccncc3)C2)cc1Cl (stereo not drawn)
  -0.2, -4, 1, -2, 3, 7, -3.1, -0.8, 0, -1.1, -1.3
- O=C(CSc1nnc(CNc2cccc(C(F)(F)F)c2)n1Cc1ccco1)NCc1ccco1
  -0.8, 0, -6, -2, -2, -54, -0.5, -1.0, -5, -1.0, 2.2
- CCOc1c(Cl)cc(C(=O)Nc2ccccc2C(=O)O)cc1Cl
  1.5, 4, -3, 2, 4, 2, 1.5, 1.9, -2, -1.2, -0.6
- Nc1nnc(SCC(=O)Nc2ccc(Cl)c(C(=O)O)c2)s1
  0.3, 4, 2, -4, -3, -2, -0.7, 3.9, -3, -1.3, -0.2

Exported tab-delimited: part of the list above.
Compound	DAX1 inh-1	SMARCA2 activ	MBD2 inh	Rev-erbA mod	ADAM17 inh	PLC-gamma1 inh	hcDAF-12 act	hgDAF12 agonist	PLC-beta3 inh	ssDAF12 agonist	DAX1 inh-2
CCCCCCN1C[C@@H](n2cc(-c3ccc(F)cc3)nn2)[C@H](O)C[C@@H]1c1ccc(OC)cc1	-0.9	-3	-2	0	0	-1	-0.6	1.3	-1	-0.9	0.7
CCOc1ccccc1NC(=S)NC(=O)C1CCCCC1	-1.4	2	0	-4	1	1	1.5	1.1	-6	-0.3	0.6
O=S(=O)(c1ccc(N2CCN(CCO)CC2)nc1)N1CCCCC1	0.1	2	-1	3	2	1	-0.7	1.5	0	-0.6	-0.2
CN(C)c1nc(NCc2ccccc2)nc(Oc2ccc(=O)[nH]n2)n1	0.2	2	-3	-1	0	3	-1.6	1.5	3	-0.9	0.1
CCOC(=O)CCNCc1ccc(OC)c(OC)c1	0.3	-2	5	-3	-5	0	-1.4	-2.4	-9	-1.6	-1.8
COc1ccc(S(=O)(=O)N2CCN(C(=O)N3CCOCC3)C2C)cc1 (stereo not drawn)	0.7	-3	-1	-7	5	9	-0.1	-0.2	1	-0.8	0.6
COc1ccc(NC(=O)COC(=O)CNS(=O)(=O)c2ccc(F)c(F)c2F)cc1OC	-0.3	-1	5	-2	-2	-2	-2.1	-3.7	-2	-1.2	0.5
CCOc1ccc(S(=O)(=O)N2CCCC(C(=O)NCc3ccncc3)C2)cc1Cl (stereo not drawn)	-0.2	-4	1	-2	3	7	-3.1	-0.8	0	-1.1	-1.3
O=C(CSc1nnc(CNc2cccc(C(F)(F)F)c2)n1Cc1ccco1)NCc1ccco1	-0.8	0	-6	-2	-2	-54	-0.5	-1.0	-5	-1.0	2.2
CCOc1c(Cl)cc(C(=O)Nc2ccccc2C(=O)O)cc1Cl	1.5	4	-3	2	4	2	1.5	1.9	-2	-1.2	-0.6
Nc1nnc(SCC(=O)Nc2ccc(Cl)c(C(=O)O)c2)s1	0.3	4	2	-4	-3	-2	-0.7	3.9	-3	-1.3	-0.2

Additional records.
Order of results – DAX1 inh-1, SMARCA2 activ, MBD2 inh, Rev-erbA mod, ADAM17 inh, PLC-gamma1 inh, hcDAF-12 act, hgDAF12 agonist, PLC-beta3 inh, ssDAF12 agonist, DAX1 inh-2
- O=C(NCc1ccc(-c2csnn2)cc1)C1CC1
  0.0, -3, 2, 2, -3, 0, -1.2, -1.4, -8, -0.3, ·
- CN(Cc1ccccc1)C(=O)COC(=O)CCC(=O)c1ccc(Cl)cc1
  -0.6, -1, -4, 2, -5, -3, 0.3, -1.2, -6, -1.0, -0.2
- CCOc1ccc(NC(=O)CSc2ccc(-c3cccnc3)nn2)cc1
  -0.3, 0, 1, -1, -3, -5, -0.9, -1.4, -12, -1.1, -0.6
- Cc1cccc(N=c2c([N+](=O)[O-])nn(-c3ccc(Cl)cc3)n2O)c1
  -0.2, -1, 0, 4, -2, 1, 0.4, 2.2, -5, -1.9, -0.5
- Cc1cc2c(cc1S(=O)(=O)N1CCCC1)n(C)c(=O)c(=O)n2C
  -0.3, -2, 3, 4, -14, -25, -0.6, -2.4, -32, -0.6, 3.0
- C=CCc1cc(Cl)ccc1OCCCn1ccnc1
  0.1, -1, 1, 10, -1, 0, -1.9, 0.0, -1, -1.1, 2.4
- Cc1noc(C)c1COc1ccc(C(=O)OCC(=O)N2CC3(C)CC2CC(C)(C)C3)cc1 (stereo not drawn)
  -0.5, -3, 1, -6, 1, 2, -1.2, 1.3, 5, -1.3, 0.5
- CCN(CC)c1ccc2cc(C(=O)NCc3ccc(F)cc3)c(=N)oc2c1
  -0.3, 3, 2, 40*, -12, -5, 0.9, -0.7, -17, -0.6, 2.6
- C#CCNC(=O)C[C@@H]1C[C@@]2(C(=O)OCC)CCC=C2N(CCC2=CCCCC2)C1=O
  3.3, -6, 0, 2, -6, -4, -0.4, 0.7, -3, -0.8, ·
- O=C(Cn1c(=O)oc2cc(S(=O)(=O)N3CCCC3)ccc21)N1CCN(c2ccccc2)CC1
  -1.2, -2, -1, 0, -3, 0, 0.6, 1.2, 2, -0.3, -0.8
- CCOC(=O)C1(Cc2ccc(Cl)cc2)CCN(Cc2cnc(N)nc2)CC1
  -0.3, -2, -2, 3, 1, 0, -1.6, -0.3, -1, -1.2, -0.5
- O=C(O)C1CC=CCC1C(=O)Nc1ccccc1C(=O)N1CCN(c2ccccc2)CC1 (stereo not drawn)
  0.6, 0, -1, -3, -4, 0, -2.7, 0.5, 1, -0.6, -0.5
- CCOc1ccc(NS(=O)(=O)c2cc(C(=O)NCC3CCCO3)ccc2Cl)cc1 (stereo not drawn)
  1.8, -1, 5, 4, 0, 0, 0.4, 2.5, 0, -1.0, 1.3
- O=C(COc1ccccc1)Nc1nccs1
  3.6, 2, -1, 0, 1, 1, 3.5, 6.4, 3, -0.2, 0.8
- COc1ccc(CNC(=O)C2CCCN2C(=O)NCc2ccccc2)cc1 (stereo not drawn)
  0.2, -1, -1, 1, -2, 0, 2.0, -2.0, -4, -1.0, 1.5
- N#Cc1ccccc1NC(=O)COC(=O)CN1C(=O)C2CCCCC2C1=O (stereo not drawn)
  -1.1, -3, -2, 2, 3, 9, -0.4, 1.5, 2, -1.2, 0.3
- CC1(C)C=Cc2ccc(O)c(C(=O)/C=C/c3ccccc3)c2O1
  ·, ·, -6, -1, 2, 1, -3.5, -3.7, 4, -2.5, ·

Source: PubChem
